Compound activity deposited in PubChem BioAssay by several laboratories.
SDO1 yeast rescue = growth rescue of sdo1-depleted yeast, primary screen, S. cerevisiae, bone marrow failure model; 0.21% of 140,000 active; S. cerevisiae sdo1-depleted JHY4D growth rescue, OD600 30 h; active compounds read high; pdr5 snq2 efflux-pump mutant strain; z-score at 10 µM;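 active = z-score above 3 at both the 24 hr and the 30 hr optical density reads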;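 also: z-score against mean and SD of all compound wells on the same plate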
Insulin prom inh = inhibitors of insulin promoter-driven GFP, primary screen, imaging, TRM-6 cells (human fetal islet line), eGFP reporter, cell count; inhibition, % at 2 µM; AID 1273, 2008; 0.9% of 130,000 active; reporter expression induced with tamoxifen;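 active = inhibition above the mean plus 3 SD, with well images judged a real hit on visual review, cut at about 60% in these data, passing the limit was not always enough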
SDO1 yeast rescue Rescue 24 h = also measured in SDO1 yeast rescue; calls as there; z-score; S. cerevisiae sdo1-depleted JHY4D growth rescue, OD600; measured here: growth rescue at 24 h;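 0 is the plate mean of compound wells and units are plate SD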
Starred values were filed as active, the others as inactive; . = not tested or not shown. An excerpt; count on the stated rates, not on these rows.

Sample of the layout:
SMILES	SDO1 yeast rescue	SDO1 yeast rescue Rescue 24 h	Insulin prom inh
CC(C)(C)n1cccc1/C=C1\C(=O)NC(=O)N(c2ccccc2)C1=O	0.33	-0.17	26
Cn1c(O)c(C=Nc2ccc(Cl)cc2)c(=O)n(C)c1=O	-0.42	-0.99	-16
O=C(O)C1CSC(c2cccnc2)N1 (stereo unspecified)	0.62	-0.32	.
Nc1c(C(=O)NCc2ccco2)c2nc3ccccc3nc2n1CCN1CCCCC1	-1.9	-1.9	11
CC(C)C(C)(NC(=O)c1cccn(Cc2ccc3c(c2)OC(F)(F)O3)c1=O)C(N)=O (stereo unspecified)	.	.	-25
Cc1ccccc1-n1c(O)c(/C=N/Nc2nc3c(c(=O)n(C)c(=O)n3C)n2C)c(=O)[nH]c1=S	-0.42	-0.07	.
COC(=O)C(O)(c1ccc2c(c1)CCCN2)C(F)(F)F (stereo unspecified)	0.44	-0.01	.
S=C1CN=C(c2ccccc2Cl)c2cc(Cl)ccc2N1	-2	-1.5	-320
CCc1cccc(CC)c1NC(=S)N1CC2CC(C1)c1cccc(=O)n1C2 (stereo unspecified)	0.72	-0.1	.
C=CCn1c(O)c(/C=N/N2CCOCC2)c(=O)[nH]c1=S	2.2	2.6	.
CCCCN(Cc1ccccc1)C1CCN(CCc2ccccc2)CC1	-0.94	-1.3	13
O=C(Nc1cccc(OC(=O)N2CCCCC2)c1)N1CCCCC1	0.41	0.47	.
Cc1ccc2nsnc2c1-n1c(C)nc2ccccc2c1=O	0.75	0.8	.
O=P1(Nc2ccc(F)cc2)COc2ccccc2OC1	-0.08	-0.42	.
Cc1nn(-c2ccccc2)c2c1C(c1ccc3c(c1)OCO3)SCC(=O)N2 (stereo unspecified)	-0.19	-0.41	79*
CC(=O)NC(=O)NC(C)Cc1ccccc1 (stereo unspecified)	0.06	-0.59	0
CCCCN1C(=O)NC(=O)C2(Cc3ccccc3N3CCOCC32)C1=O (stereo unspecified)	-0.86	-1.4	12
Cc1cc(C(=O)CS(=O)(=O)c2ccccc2)cc(C)c1OC(=O)N(C)C	.	.	0
O=C(COc1ccc(S(=O)(=O)N2CCOCC2)cc1)N1CCN(Cc2ccc3c(c2)OCO3)CC1	0.9	0.81	-14
COc1cccc(CNC2CN3CCC2CC3)c1OC (stereo unspecified)	0.08	1.2	-34
CCCC(=O)C1C(=O)NC(=O)NC1=O	1.5	1.7	.
COc1cc(N2CCOCC2)ccc1C=C1C(=O)NC(=O)NC1=O	0.23	-0.36	-6
NC1CCCCC1N=Cc1c(O)n(Cc2ccc(F)cc2)c(=O)[nH]c1=O (stereo unspecified)	-1.4	-1.6	-100

The listing, from the start:
SMILES	SDO1 yeast rescue	SDO1 yeast rescue Rescue 24 h	Insulin prom inh
CC(C)(C)n1cccc1/C=C1\C(=O)NC(=O)N(c2ccccc2)C1=O	0.33	-0.17	26
Cn1c(O)c(C=Nc2ccc(Cl)cc2)c(=O)n(C)c1=O	-0.42	-0.99	-16
O=C(O)C1CSC(c2cccnc2)N1 (stereo unspecified)	0.62	-0.32	.
Nc1c(C(=O)NCc2ccco2)c2nc3ccccc3nc2n1CCN1CCCCC1	-1.9	-1.9	11
CC(C)C(C)(NC(=O)c1cccn(Cc2ccc3c(c2)OC(F)(F)O3)c1=O)C(N)=O (stereo unspecified)	.	.	-25
Cc1ccccc1-n1c(O)c(/C=N/Nc2nc3c(c(=O)n(C)c(=O)n3C)n2C)c(=O)[nH]c1=S	-0.42	-0.07	.
COC(=O)C(O)(c1ccc2c(c1)CCCN2)C(F)(F)F (stereo unspecified)	0.44	-0.01	.
S=C1CN=C(c2ccccc2Cl)c2cc(Cl)ccc2N1	-2	-1.5	-320
CCc1cccc(CC)c1NC(=S)N1CC2CC(C1)c1cccc(=O)n1C2 (stereo unspecified)	0.72	-0.1	.
C=CCn1c(O)c(/C=N/N2CCOCC2)c(=O)[nH]c1=S	2.2	2.6	.
CCCCN(Cc1ccccc1)C1CCN(CCc2ccccc2)CC1	-0.94	-1.3	13
O=C(Nc1cccc(OC(=O)N2CCCCC2)c1)N1CCCCC1	0.41	0.47	.
Cc1ccc2nsnc2c1-n1c(C)nc2ccccc2c1=O	0.75	0.8	.
O=P1(Nc2ccc(F)cc2)COc2ccccc2OC1	-0.08	-0.42	.
Cc1nn(-c2ccccc2)c2c1C(c1ccc3c(c1)OCO3)SCC(=O)N2 (stereo unspecified)	-0.19	-0.41	79*
CC(=O)NC(=O)NC(C)Cc1ccccc1 (stereo unspecified)	0.06	-0.59	0
CCCCN1C(=O)NC(=O)C2(Cc3ccccc3N3CCOCC32)C1=O (stereo unspecified)	-0.86	-1.4	12
Cc1cc(C(=O)CS(=O)(=O)c2ccccc2)cc(C)c1OC(=O)N(C)C	.	.	0
O=C(COc1ccc(S(=O)(=O)N2CCOCC2)cc1)N1CCN(Cc2ccc3c(c2)OCO3)CC1	0.9	0.81	-14
COc1cccc(CNC2CN3CCC2CC3)c1OC (stereo unspecified)	0.08	1.2	-34
CCCC(=O)C1C(=O)NC(=O)NC1=O	1.5	1.7	.
COc1cc(N2CCOCC2)ccc1C=C1C(=O)NC(=O)NC1=O	0.23	-0.36	-6
NC1CCCCC1N=Cc1c(O)n(Cc2ccc(F)cc2)c(=O)[nH]c1=O (stereo unspecified)	-1.4	-1.6	-100
COC(=O)C(O)(c1ccc(NC(=O)c2ccco2)c(OC)c1)C(F)(F)F (stereo unspecified)	1.1	0.47	13
Cn1c(O)c(C=NC2CCCCCC2)c(=O)[nH]c1=S	.	.	46
COC(=O)c1ccc(N2C(=O)CC(N3CCC(n4c(=O)[nH]c5ccccc54)CC3)C2=O)cc1 (stereo unspecified)	-0.46	-0.23	-35
Cc1nc2ccccc2c(=O)n1-c1cccc(O)c1	0.07	-0.03	-73
CC1CCCCN1CC(=O)c1ccc2cc[nH]c2c1 (stereo unspecified)	-0.07	-0.54	.
CC1=C(C(=O)Nc2ccccc2)SCCO1	0.41	0.15	38
O=c1[nH]c(=O)n(Cc2ccccc2)c(O)c1C=Nc1ccc(CN2CCOCC2)cc1	0.38	0.63	32
Cc1cccc(-n2c(O)c(/C=C/C=Nc3ccccc3)c(=O)[nH]c2=O)c1	0.03	-0.25	6
O=[N+]([O-])c1ccc(N2CCOCC2)c2cccnc12	.	.	17
Cc1c(C=C2C(=O)NC(=O)NC2=O)c(=O)n(-c2ccccc2)n1C	.	.	40
O=C(N/N=C/c1c(O)n(CCc2ccc(F)cc2)c(=O)[nH]c1=O)c1ccncc1	.	.	-33
CC/C(=N\N1CCCCCC1)c1c(O)n(-c2ccccc2C)c(=O)[nH]c1=O	-0.64	-0.8	13
C=C1N2CCC(CC2)C1(O)c1ccccc1C (stereo unspecified)	-0.03	-0.9	.
CCN1CCC(O)(c2ccccc2)C(C(=O)c2ccccc2)C1 (stereo unspecified)	.	.	51
CCCCn1c(O)c(/C=N/N2CCCCC2c2cccnc2)c(=O)[nH]c1=S (stereo unspecified)	-0.49	-1.3	.
CC(=O)c1cccc(OCC(O)CN2CC=C(c3ccccc3)CC2)c1 (stereo unspecified)	0.42	0.75	0
Cc1ccc(N2C(=O)NC(=O)/C(=C/c3ccc(-c4ccc(C(=O)O)c(Cl)c4)o3)C2=O)cc1	.	.	-20
O=c1[nH]c(O)c(N=Nc2ccc(S(=O)(=O)N3CCOCC3)cc2)c(=O)[nH]1	.	.	22
CC(C)OP(=O)(OC(C)C)C(O)c1ccc(Br)cc1 (stereo unspecified)	0.2	-0.32	-53
CC(=O)CC(=O)C1C(=O)N(C)C(=O)N(C)C1=O	.	.	6
CCC(CO)Nc1ccc([N+](=O)[O-])c2cccnc12 (stereo unspecified)	-0.29	-0.56	.
COc1ccc(C(C)=O)cc1CC(C(=O)c1ccc(C)c(C)c1)N(C)C (stereo unspecified)	0.33	-0.3	.
CCCCn1c(NC(=O)c2ccco2)c(C(=O)OCC)c2nc3ccccc3nc21	0.47	0.25	.
CCN1CCN(Cc2cc(C(C)(C)C)c(O)c(C(C)(C)C)c2)CC1	0.08	-0.04	.
Clc1cccc(C2NCCc3[nH]cnc32)c1 (stereo unspecified)	0.86	-0.52	5
N#Cc1ccccc1Cn1cc(C(=O)c2ccco2)c2ccccc21	-0.68	0.21	-45
COc1ccc(Oc2cc(NC(=O)c3nn(C)cc3[N+](=O)[O-])cc([N+](=O)[O-])c2)cc1	-0.73	-0.02	-35
Next part:
SMILES	SDO1 yeast rescue	SDO1 yeast rescue Rescue 24 h	Insulin prom inh
NC(N)=N/N=C/c1ccc(N2CCOCC2)cc1	.	.	24
Cc1ccc(S(=O)(=O)N2CCCC(C(=O)N3CCC4(CC3)OCCO4)C2)cc1 (stereo unspecified)	-0.1	-0.19	.
C1=C(c2c[nH]c3ccccc23)CCN(Cc2ccccc2)C1	.	.	-27
COCCN1C(=O)NC(=O)/C(=C\c2ccc(F)cc2)C1=O	.	.	-54
CCn1nc(/C=C/c2ccccc2)nc2c(=O)n(C)c(=O)nc1-2	.	.	54
CC(=O)N1N=C2C3CCN(CC3)C2C1c1ccc(F)cc1 (stereo unspecified)	.	.	21
O=C(N/N=C/c1c(O)n(-c2ccccc2)c(=O)[nH]c1=O)c1ccncc1	1.4	1	-6
O=C(Nc1cccc(OC(=O)N2CCCCC2)c1)N1CCOCC1	.	.	27
CCN1C(=O)C(=Cc2cc(C)n(C3CC3)c2C)C(=O)N(CC)C1=S	0.27	0.99	-14
C[N+]1(C)[C@@H]2CC[C@H]1CC(OC(=O)C(CO)c1ccccc1)C2 (stereo partly specified)	-0.66	-0.32	-36
CNC(=S)N1CCn2cccc2C1c1cccnc1 (stereo unspecified)	.	.	33
CCN(CC)C(=O)c1ccc(NC(=O)Cn2nc(C)c3ccccc3c2=O)cc1	0.71	0.77	3
CCN(CC)c1ccc(/C=C2\C(=O)NC(=O)N(Cc3ccco3)C2=O)cc1	0.94	0.11	-9
c1ccc(-c2[nH]c(-c3ccccc3)[n+](CC3CO3)c2-c2ccccc2)cc1 (stereo unspecified)	-0.79	-0.5	.
CCC(C)OC(=O)c1c(N)n(Cc2cccs2)c2nc3ccccc3nc12 (stereo unspecified)	-2.6	-1.4	-44
N#CC(C#N)=Cc1cccnc1	.	.	50
CC1=[N+]([O-])C2(N)CCc3nonc3C2(O)C1 (stereo unspecified)	-0.35	-0.52	22
Cc1ccc2nc(N3CCC(C(=O)N4CCC5(CC4)OCCO5)CC3)sc2c1	-0.47	-0.37	-7
Cc1ccc2c(c1)CC1(CN2C)C(=O)NC(=O)N(CCc2ccccc2)C1=O (stereo unspecified)	-2.5	-1.8	0
O=C1NC(=O)N(CCc2ccc(F)cc2)C(=O)/C1=C/c1cccs1	.	.	5
COCCOC(=O)c1c(C)oc2ccc(OC(=O)N(C)C)cc12	0.72	0.63	.
O=c1[nH]c(=O)n(-c2ccccc2Cl)c(O)c1C=NCCN1CCCCC1	-0.17	-1.4	0
O=C(c1cc2cc3ccc(Cl)cc3nc2o1)N1CCC2(CC1)OCCO2	-1.2	-0.53	84*
CCCCCCC(=O)c1c(O)n(-c2ccccc2OC)c(=O)[nH]c1=O	1.4	1.6	-63
N#CC1(c2ccccc2)CCN(C2CC(=O)N(c3ccc(F)cc3)C2=O)CC1 (stereo unspecified)	.	.	-49
CCCCn1c(O)c(C(CC)=Nc2ccc(C(=O)O)cc2)c(=O)[nH]c1=O	0.21	-0.07	20
CN1CCN(C(=O)COc2ccc(S(=O)(=O)N(C)Cc3ccccc3)cc2)CC1	1.6	-0.63	50
CCNCC1(c2ccc(OC)c(OC)c2)CCCC1	1.2	0.41	.
CC1OC(NCCc2ccccc2)C(O)C(O)C1O (stereo unspecified)	0.92	0.87	17
O=C1NC(=O)C(CCc2ccncc2)(Cc2cccc(Cl)c2Cl)C(=O)N1c1ccc(Br)cc1 (stereo unspecified)	-1.4	-1	.
CN1CCC(O)(c2ccccc2)C2CCCC21 (stereo unspecified)	0.61	0.37	-138
COCCCNC(=O)c1c(NC(=O)c2ccco2)n(Cc2ccccc2)c2nc3ccccc3nc12	0.14	2.3	.
CC12CN3CCN(CC(C3)C1O)C2 (stereo unspecified)	1.4	1.3	18
CC(=NCC1CCCO1)c1c(O)n(Cc2ccccc2)c(=O)[nH]c1=O (stereo unspecified)	-0.96	-0.97	.
Cc1cccnc1NC1=NCC(C)S1 (stereo unspecified)	-0.36	-0.39	69
O=C1CC(=O)N(c2ccc(Cl)cc2Cl)C(=O)N1	0.55	0.56	17
Cc1ccc(CS(=O)(=O)Cc2ccc(C(=O)N3CCC4(CC3)OCCO4)o2)cc1	0.47	0.18	12
COC(=O)C(C)Oc1cc(C)cc2oc(=O)c3c(c12)CCC3 (stereo unspecified)	-0.85	-0.51	.
COc1cc(/C=C2\C(=O)NC(=O)N(c3ccccc3)C2=O)c([N+](=O)[O-])cc1OC	.	.	47
CCC(=NCc1cccnc1)c1c(O)n(Cc2ccccc2)c(=O)[nH]c1=O	1.2	0.91	-85
